# OPRM1-OPRD1 inv: inverse agonist of human OPRM1-OPRD1 heterodimerization; P35372+P41143; cell-based MOR-DOR heterodimer luminescence, inverse agonism; inhibition, % at 9.3 µM; 340,000 tested, 0.21% active; in the data active means inhibition above about 22%, passing the limit was not always enough;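 further: 0% = cells with DMSO and 100% = wells without cells with DMSO; values of inactives mirror those of a sister screen read the other way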
# HTR5A inv ag: counter-screen for OPRM1-OPRD1 inverse agonists: human HTR5A inverse agonism | P47898 | HTR5A cell line, luminescence | inhibition, % at 9.3 µM | 340,000 tested, 0.083% active | AID 504634; in the data active means inhibition mostly above about 23%, no sharp cut-off; inactive means mostly below about 18%;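 further: 0% = cells with DMSO and 100% = no-cell wells with DMSO; some compounds called inactive have numbers as strong as hits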
# Target sequence (P47898 whole entry, looked up): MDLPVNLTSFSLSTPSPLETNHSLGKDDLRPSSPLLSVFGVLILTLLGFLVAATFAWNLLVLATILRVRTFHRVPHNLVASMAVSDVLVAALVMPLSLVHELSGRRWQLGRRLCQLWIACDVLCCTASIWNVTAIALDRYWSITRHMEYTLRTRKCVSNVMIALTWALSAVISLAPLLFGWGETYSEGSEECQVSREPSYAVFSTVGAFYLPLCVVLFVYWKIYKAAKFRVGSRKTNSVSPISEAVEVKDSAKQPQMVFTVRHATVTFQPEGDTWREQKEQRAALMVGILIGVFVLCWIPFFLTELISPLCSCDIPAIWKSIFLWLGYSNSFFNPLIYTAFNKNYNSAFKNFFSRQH
# Cardiac RTF inh: cardiac RTF calcium desensitization. IANBD-labeled cardiac RTF, Ca2+ fluorescence. 340,000 tested, 0.12% active. inhibition, % at 7.15 µM. AID 493244. P19429+P45379;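 active means inhibition above the mean inhibition of all tested compounds plus 3 SD, cut at about 17% in these data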;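 further: assay run at fixed EC70 calcium of 1.6 mM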
# LANA DNA inh: blocks KSHV LANA C-terminal domain binding to DNA; MBP-C-LANA/FAM-LBS DNA binding, fluorescence polarization; inhibition, % at 9 µM; 340,000 tested, 0.078% active;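 active means highest replicate inhibition at or above 60% at 9 µM, even if other replicates fall short; inactive means all replicates below 60% inhibition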;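 further: 0% = neutral control wells and 100% = 4 µM acridine orange control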
# MOR-DOR ag: agonists of human mu-delta opioid receptor heterodimerization. cells, OPRM1-OPRD1 heterodimerization, luminescence. AID 504326. activation, % at 9.3 µM. 340,000 tested, 0.3% active. P35372+P41143; in the data active means activation above about 18%;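 further: 0% = vehicle-treated cells and 100% = reference agonist; values of inactives mirror those of a sister screen read the other way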
# RTF Ca sens act: increases calcium sensitivity of human cardiac regulated thin filaments. AID 493008. IANBD-labeled TnC RTF fluorescence at EC20 calcium; 0% EC20 calcium, 100% full calcium. P19429+P45379. activation, % at 7.2 µM. 340,000 tested, 0.24% active;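 active means activation above the mean over all tested compounds plus 3 SD, cut at about 30% in these data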;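 further: rise in fluorescence read as greater calcium sensitivity of cardiac thin filaments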
# Keap1-Nrf2 PPI: inhibitors of human Keap1-Nrf2 protein-protein interaction; Q14145; Keap1 Kelch-Nrf2 peptide fluorescence polarization, 1536-well; inhibition, % at 9.4 µM; 340,000 tested, 0.15% active; AID 504523; in the data active means inhibition above about 12%;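 further: human Keap1 Kelch domain with fluorescein labeled Nrf2 9mer peptide probe; 0% = neutral control wells and 100% = peptide positive control; higher means more block of Keap1 binding to Nrf2 peptide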
# Target sequence (Q14145 whole entry, looked up, the tested form may be a part): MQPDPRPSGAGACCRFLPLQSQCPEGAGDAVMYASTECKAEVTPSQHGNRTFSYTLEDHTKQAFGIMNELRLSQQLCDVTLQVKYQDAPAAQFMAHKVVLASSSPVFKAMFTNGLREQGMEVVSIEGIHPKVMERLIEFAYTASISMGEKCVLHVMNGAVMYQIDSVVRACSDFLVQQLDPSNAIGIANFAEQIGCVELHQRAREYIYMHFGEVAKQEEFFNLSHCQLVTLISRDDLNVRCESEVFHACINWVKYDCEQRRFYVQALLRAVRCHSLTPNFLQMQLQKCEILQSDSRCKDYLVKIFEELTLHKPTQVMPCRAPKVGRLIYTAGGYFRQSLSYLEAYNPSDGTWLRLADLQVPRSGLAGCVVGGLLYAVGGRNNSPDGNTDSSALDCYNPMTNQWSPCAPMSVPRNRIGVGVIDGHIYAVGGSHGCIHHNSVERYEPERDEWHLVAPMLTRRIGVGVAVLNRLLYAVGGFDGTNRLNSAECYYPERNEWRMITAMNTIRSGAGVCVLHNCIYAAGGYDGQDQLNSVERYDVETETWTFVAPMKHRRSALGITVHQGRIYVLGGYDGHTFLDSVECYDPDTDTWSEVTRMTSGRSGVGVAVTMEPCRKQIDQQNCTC
# CAL-PDZ inh HTS: CAL PDZ (human) peptide binding inhibition; inhibition, % at 24.9 µM; 300,000 tested, 0.92% active; Q9HD26; purified CAL PDZ, TMR-peptide fluorescence polarization, 1 h;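 active means mean inhibition of at least 30% with at least half of replicates also reaching 30%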;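 further: 0% = DMSO neutral control and 100% = excess unlabeled competitor peptide PRC23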
# HTR5A ag ctr: activates human HTR5A in OPRM1-OPRD1 agonist counter-screen | P47898 | HTR5A agonist assay, luminescence, cell-based | activation, % at 9.3 µM | 340,000 tested, 0.61% active; in the data active means activation mostly above about 9.5%, no sharp cut-off; inactive means mostly below about 7.6%;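 further: 0% = cells with vehicle only and 100% = reference agonist; strong numbers were not always called active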
# V-ATPase pHluor: regulators of yeast V-ATPase proton transport | S. cerevisiae, pHLuorin cytosolic pH fluorescence | response, % at 10 µM | 350,000 tested, 0.37% active | AID 504577; in the data active means response mostly above about 7.3%, no sharp cut-off; inactive means mostly below about 5.4%; further: actives read high; inactives centre near 0; some compounds called inactive have numbers as strong as hits; reference of the scale not given here
# The depositor's hits bear a star; x = no result given.
SMILES,OPRM1-OPRD1 inv,HTR5A inv ag,Cardiac RTF inh,LANA DNA inh,MOR-DOR ag,RTF Ca sens act,Keap1-Nrf2 PPI,CAL-PDZ inh HTS,HTR5A ag ctr,V-ATPase pHluor
CCc1ccc(OCC2Cn3c(nc4c3c(=O)[nH]c(=O)n4C)O2)cc1 (configuration not stated),4,-11,2,0.1,-0.9,5,-3,x,-6,-2
CNS(=O)(=O)c1cccc(C(=O)Nc2cccc(Cl)c2)c1,5,-7,1,0.7,-0.9,-4,0,-1,0,0
CN1CCC(=NNC(=O)C(=O)Nc2cccc(Br)c2)CC1,-15,7,2,0.6,2.6,2,-3,4,-2,2
Nc1ccccc1OCCOCCOCCOc1ccccc1N,-10,7,-2,1.4,1.8,6,-4,-6,0,-2
COC(=O)CCn1nc(-c2ccc(C)cc2)c2ccccc2c1=O,13,-5,2,-0.6,-2.8,-2,0,-6,2,1
COc1ccc(N2CCN(C(=O)COCc3cc(-c4ccc5c(c4)OCO5)on3)CC2)cc1,10,-64,0,0.2,-1.9,-1,5,23,8,10
CC(C)c1ccc(NC2CCCN(C(=O)CCN3CCCC3=O)C2)cc1 (configuration not stated),15,3,2,-1.4,-3.0,-4,-1,-3,6,2
COC1=C(OC)C(=O)C(Sc2ccc3ccccc3c2)=CC1=O,-27,3,-1,2.4,6.2,-3,3,-2,-1,5
CCOc1cc(C(=S)N2CCOCC2)ccc1OC(=O)c1ccc(C)cc1,15,16,7,0.5,-3.0,-2,0,-4,-4,-2
CCCCOP(=O)(OCCCC)C(O)c1ccc(Br)cc1 (configuration not stated),-38,-1,-17,-0.9,6.1,1,4,-4,1,-1
CCOc1ccc(NS(=O)(=O)c2ccc(C)c(C(N)=O)c2)cc1,-2,-8,-16,-0.9,0.4,4,1,x,2,-1
O=C(NCCc1ccccc1)C(=O)NCC1OCCCN1S(=O)(=O)c1cccs1 (configuration not stated),13,7,-1,-1.0,-3.3,-6,2,x,-3,-3
Cc1cc(C)cc(C(=O)N(c2ccccn2)C(C)c2ccco2)c1 (configuration not stated),9,1,-4,-0.2,-1.6,-2,2,1,5,1
COc1cc2c(cc1OC)CN(C(=O)c1cccc(S(=O)(=O)N(C)C)c1)CC2,2,4,-5,0.4,-0.3,3,1,-3,-1,-8
COC(=O)CN1C(=O)CC(C)(C)Sc2ccccc21,0,-8,-7,-1.7,-0.1,-4,8,x,3,5

# Sorted by molar mass (ascending): part of the list above
SMILES,OPRM1-OPRD1 inv,HTR5A inv ag,Cardiac RTF inh,LANA DNA inh,MOR-DOR ag,RTF Ca sens act,Keap1-Nrf2 PPI,CAL-PDZ inh HTS,HTR5A ag ctr,V-ATPase pHluor
COC(=O)CN1C(=O)CC(C)(C)Sc2ccccc21,0,-8,-7,-1.7,-0.1,-4,8,x,3,5
Cc1cc(C)cc(C(=O)N(c2ccccn2)C(C)c2ccco2)c1 (configuration not stated),9,1,-4,-0.2,-1.6,-2,2,1,5,1
COC(=O)CCn1nc(-c2ccc(C)cc2)c2ccccc2c1=O,13,-5,2,-0.6,-2.8,-2,0,-6,2,1
COC1=C(OC)C(=O)C(Sc2ccc3ccccc3c2)=CC1=O,-27,3,-1,2.4,6.2,-3,3,-2,-1,5
CCc1ccc(OCC2Cn3c(nc4c3c(=O)[nH]c(=O)n4C)O2)cc1 (configuration not stated),4,-11,2,0.1,-0.9,5,-3,x,-6,-2
CN1CCC(=NNC(=O)C(=O)Nc2cccc(Br)c2)CC1,-15,7,2,0.6,2.6,2,-3,4,-2,2
CC(C)c1ccc(NC2CCCN(C(=O)CCN3CCCC3=O)C2)cc1 (configuration not stated),15,3,2,-1.4,-3.0,-4,-1,-3,6,2
COc1cc2c(cc1OC)CN(C(=O)c1cccc(S(=O)(=O)N(C)C)c1)CC2,2,4,-5,0.4,-0.3,3,1,-3,-1,-8
O=C(NCCc1ccccc1)C(=O)NCC1OCCCN1S(=O)(=O)c1cccs1 (configuration not stated),13,7,-1,-1.0,-3.3,-6,2,x,-3,-3
COc1ccc(N2CCN(C(=O)COCc3cc(-c4ccc5c(c4)OCO5)on3)CC2)cc1,10,-64,0,0.2,-1.9,-1,5,23,8,10

# New compounds follow:
SMILES,OPRM1-OPRD1 inv,HTR5A inv ag,Cardiac RTF inh,LANA DNA inh,MOR-DOR ag,RTF Ca sens act,Keap1-Nrf2 PPI,CAL-PDZ inh HTS,HTR5A ag ctr,V-ATPase pHluor
CCOC(=O)c1sc2nc(C)nc(Nc3ccc(OC)cc3)c2c1C,-33,-6,-1,-1.0,6.4,3,-3,4,2,5
CN(CCN1CCc2ccccc2C1)Cc1nc(Cc2ccccc2F)no1,8,4,-9,-0.1,-1.6,5,0,-4,-1,-2
COc1ccc(CCNc2nc3ccc(C)cc3n3cnnc23)cc1OC,0,0,-5,-4.1,0.0,1,5,3,0,-5
COc1ccc(C2C(C(=O)Nc3cccnc3)=C(C)Nc3nc(-c4cccs4)nn32)cc1OC (configuration not stated),7,-6,2,-1.8,-1.4,4,1,x,2,1
Oc1cc2ccccc2cc1-c1n[nH]c(=S)n1Cc1ccco1,17,14,4,2.3,-3.8,-6,2,-5,-5,0
Cc1cccc(C(=O)NN(C)c2nc(-c3ccccc3)nnc2C(F)(F)F)c1,13,-35,0,-1.5,-2.5,0,4,0,0,-1
O=C(Nc1ccc(Cl)c(C(F)(F)F)c1)C1CCCN(S(=O)(=O)c2cnc[nH]2)C1 (configuration not stated),16,-10,-4,0.8,-3.5,3,-4,x,1,0
Cc1cc(CNC(=O)c2cccc([N+](=O)[O-])c2C)c2ccccc2n1,0,-3,-8,-2.6,0.0,6,-5,0,1,-4
CCC(CO)Oc1cc(NCc2ccccc2Cl)c2ncn(C(C)C)c2c1 (configuration not stated),-1,-2,3,3.1,0.2,1,0,0,1,8
COc1cc(OC)cc(C(=O)Nc2ccc3c(c2)OCCO3)c1,1,-27,-13,0.2,-0.3,-5,-8,-3,7,2
Nc1nc(SCC(=O)N2CCc3ccccc3C2)[nH]c(=O)c1-c1ccccc1,-1,9,-7,-0.3,0.2,8,1,-5,-4,1
Cc1ccc(NC(=O)c2ccc(NS(=O)(=O)c3c(C)noc3C)cc2)cc1C,2,-17,-9,3.0,-0.4,-3,5,-2,-3,0
CN1C(=O)c2ccc(Oc3ccccc3)cc2C1=O,-2,9,-5,0.8,0.3,4,-1,-1,-3,3
CN(Cc1ccccc1)C(=O)COC(=O)c1ccc(Cl)cc1N,6,28,-4,0.0,-1.2,-2,-1,1,-3,0
O=C1CCN(Cc2ccc(Br)cc2)CCN1[C@H](CO)Cc1ccccc1,-8,-13,3,-0.3,1.3,-2,-3,-2,0,-2
NS(=O)(=O)c1cccc(NC(=O)c2cc(-c3cccs3)nc3ccccc23)c1,11,8,0,-1.4,-2.0,-2,-3,1,-1,1
O=C(O)CSc1nnc(COc2ccccc2)n1-c1ccccc1,19,12,-5,0.6,-3.6,-1,-5,x,-1,-1
CS(=O)(=O)NCc1nnc(SCc2ccccc2C(F)(F)F)o1,7,4,0,-2.0,-1.3,5,-8,0,1,-5
COc1cccc(CN(C)C(=O)CCC(=O)c2cc(Br)ccc2OC)c1,5,1,-15,-2.6,-1.2,-2,-4,-4,-3,-5
O=C(O)c1ccc(N=Nc2c(O)[nH]c3cc(Cl)ccc23)cc1,9,-4,4,-7.2,-1.6,-1,-8,-3,1,1
O=C(c1ccc(-c2ccccc2)cc1)C1CCCN(C(=O)c2cncs2)C1 (configuration not stated),15,-4,-1,-0.5,-2.9,3,0,2,2,-2
CCOC(=O)c1cnn(-c2ccc(F)cc2)c1N,7,17,-1,0.3,-1.4,-4,4,1,0,-2
COc1ccc(OC)c(-c2cc(C(=O)N3CCc4ccccc4C3)no2)c1,-4,-17,-3,0.0,0.7,-4,-2,-6,-2,-7
Cc1ccccc1OCCCN1C(=O)C(=O)c2cccc(C)c21,50*,-8,-4,-0.6,-9.6,-1,-5,1,3,1
CCc1ccc(/C=N/n2c(COc3ccccc3)n[nH]c2=S)cc1,-11,-8,-8,1.1,2.3,0,-5,21,2,-1
CCN(CC)CCNC(=S)Nc1ccc(F)cc1,-1,1,-6,0.5,0.1,0,5,0,0,-1
CCOc1ccc(NC(=O)CN(C)C(=O)c2ccccc2OCc2cccc(C)c2)cc1OCC,9,-9,-18,-2.7,-2.3,-4,5,-2,3,0
NNC(=O)Cn1nc(Cc2ccccc2)n(N)c1=O,1,3,1,0.9,-0.2,3,-1,-4,-1,-2
CCc1ccc(NC(=S)NCC2CCCN2CC)cc1 (configuration not stated),4,0,-5,3.3,-0.7,9,-3,20,2,-6
O=C(COc1ccccc1N1C(=O)c2ccccc2C1=O)c1ccc(Cl)cc1,-21,-14,-9,-6.0,3.7,-1,1,2,0,4
COc1ccc(CN2C(=O)c3cccnc3C2=O)cc1S(=O)(=O)NCc1ccco1,4,5,-6,0.8,-0.7,-1,0,-3,0,1
O=C(c1ccco1)N1CCN(Cc2cn[nH]c2-c2ccc(F)cc2F)CC1,4,-10,-8,0.6,-0.8,5,0,-4,4,0
O=S(=O)(c1ccccc1)N1CCN(C(=S)Nc2ccc(Br)cc2)CC1,-19,2,-9,-0.5,5.7,-1,-1,-2,0,5
Cc1ccc(S(=O)(=O)Nc2ccc(Cl)cc2)cc1NC(=O)Cn1cnc2c1c(=O)n(C)c(=O)n2C,x,x,-1,-0.3,x,-1,-1,1,x,0
O=C(NCCC(=O)N1O[C@@H]2C=C[C@H]1C2)OCC1c2ccccc2-c2ccccc21,14,-1,-3,2.0,-2.8,-1,-3,-5,0,-3
CCCCn1c(N)c(N(CC(C)C)C(=O)CC2CCCC2)c(=O)[nH]c1=O,1,-9,-5,0.6,-0.2,1,-3,-1,4,-5
Cc1cc(NS(=O)(=O)c2ccc(NC(=O)CCc3ccccc3)cc2)no1,12,-8,7,1.9,-2.2,3,2,-3,3,-3
COC(=O)c1ccccc1NC(=O)CN(c1ccc(C)cc1)S(C)(=O)=O,6,-12,4,3.1,-1.2,-2,-5,-3,3,1
CNC(=S)N(CCc1c(C)[nH]c2ccc(F)cc12)Cc1cccnc1,15,-26,-4,-2.0,-2.6,-5,0,1,7,0
COc1ccc(NS(=O)(=O)c2ccc(NC(=O)c3ccc(Br)cc3)cc2)nn1,0,-4,-11,-0.9,-0.1,-2,7,-3,1,-1
CCOC(=O)/C(=C/c1ccco1)NC(=O)c1ccc(Br)o1,10,6,-15,0.3,-2.0,-2,0,0,-1,-2

# Outcome played no part in choosing rows, and some 2.8% of all compounds hit somewhere here.
